Screening results: PubChem, National Center for Advancing Translational Sciences (NCATS)
Pf Dd2 inh – inhibitors of Plasmodium falciparum Dd2 growth | P. falciparum Dd2 growth, SYBR Green, 72 h | Potency, µM (doses to about 28.9 µM), without a hit: top-dose activity, negative = inhibition, usual class: inhibitors | actives 4.3% (n = 120,000) | AID 1347417; active means well fitted inhibition curve with a large enough effect; inconclusive means small, poorly fitted or top-dose-only effect; inactive means no such curve, though single readings can be large or run the other way;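 further: plate controls were DMSO vehicle for no effect and reference drug for full effect; nearly all actives have a fitted effect of over 65% in size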
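Infected erythrocytes (Dd2, 0.3% parasitemia, 2.5% hematocrit final) are added to compound in RPMI-1640/Albumax II medium, grown 72 h at 37C in low oxygen, then lysed with saponin/Triton-X containing SYBR Green and read by fluorescence.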
Active calls of the source: *; [ ] = dose if it differs, or a comment. Potency means the concentration at half of the fitted maximal effect.

What do the screens show for `Cc1cc(C)c(NC(=O)Cn2c(=O)n(CCC(=O)NCc3ccccc3Cl)c(=O)c3sccc32)c(C)c1`?
Pf Dd2 inh: inactive

How did Cc1ccccc1C(=O)N1CCn2c(nn(-c3ccc(F)cc3)c2=O)C1 do in these assays?
Pf Dd2 inh: -2%[44.1 µM]

What do the screens show for `COc1ccccc1OCCn1c(NC(=O)c2ccc(Cl)cc2)nc2ccccc21`?
Pf Dd2 inh: -11%

How did Cc1cc(F)ccc1NC(=O)c1ccc2c(c1)n(Cc1cccc(F)c1)c(=O)c1ccnn12 do in these assays?
Pf Dd2 inh: inconclusive

What do the screens show for `COc1ccc(CN2C(=O)c3oc4ccccc4c(=O)c3C2c2ccc(O)c(OC)c2)cc1` (stereo not given)?
Pf Dd2 inh: -16%

How did CC(C(=O)NCCc1ccccc1)N1C(=O)COc2ccc(C(=O)COc3ccc(Cl)cc3)cc21 (stereo not given) do in these assays?
Pf Dd2 inh: inactive

Results for CC(=O)Nc1ccc(C(=O)NC[C@@H]2C=C(C)[C@H](CC(=O)NC3CCCC3)C[C@H]2C(C)C)cc1 ?
Pf Dd2 inh: inconclusive

What do the screens show for `Cc1nc2scc(CC(=O)NCc3ccco3)n2c(=O)c1-c1cc(C)n(-c2ccccc2F)n1`?
Pf Dd2 inh: 0%

Results for COCCNc1ccc2nnc(-c3ccc(OC)cn3)n2n1 ?
Pf Dd2 inh: 5%[44.1 µM]

How did COc1ccc(C(=O)N[C@H]2CC[C@]3(C)CCC([C@H](C)C(=O)N(C)Cc4cccnc4)[C@H](O)[C@H]3[C@@H]2C)cc1 (stereo not given in full) do in these assays?
Pf Dd2 inh: inactive

How did COc1ccc(-c2cc(CC3(NCc4cccc(OC)c4)COC3)no2)cc1 do in these assays?
Pf Dd2 inh: inactive

Results for O=C(c1ccncc1)N1CC2CCC(C1)N2Cc1ccc(-c2ccccc2)cc1 ?
Pf Dd2 inh: inconclusive

How did Cc1noc(C)c1S(=O)(=O)N1CC(c2noc(C3CCCN3C)n2)C1 (stereo not given) do in these assays?
Pf Dd2 inh: inconclusive

Results for Cc1cc(C[C@@H]2COC[C@@H]2NC(=O)c2ccc(CSc3ncccn3)o2)on1 ?
Pf Dd2 inh: -7%

Results for O=C(O)C1=NOC2CN([S+](=O)([O-])c3cc(C(F)(F)F)cc(C(F)(F)F)c3)CC12 (stereo not given) ?
Pf Dd2 inh: inactive

How did CNC1CCOCC1 do in these assays?
Pf Dd2 inh: -11%[76.6 µM]

Results for CCOc1ccc(NC(=O)CC2C(=O)N(c3ccc(C)cc3)C(=O)N2C2CCCCC2)cc1 (stereo not given) ?
Pf Dd2 inh: inactive

What do the screens show for `O=C(Cc1cccnc1)N1CCC(Oc2ccccc2-c2nc(C3CC3)no2)C1` (stereo not given)?
Pf Dd2 inh: -4%

Results for CCOC(=O)C1CCN(C(=O)C2COC3(CCC(C)CC3)N2C(=O)c2cccc(F)c2)CC1 (stereo not given) ?
Pf Dd2 inh: -11%

Results for COc1ccc(OC)c(NC(=O)c2cc3cccc(OC)c3oc2=O)c1 ?
Pf Dd2 inh: 120%[activator]

Results for CCn1cc(S(=O)(=O)N2CCC3(CC2)CC(N2CCOCC2)CCO3)cn1 (stereo not given) ?
Pf Dd2 inh: inconclusive

How did CC1=C[C@@H](CN2CCN(c3ncccn3)CC2)[C@H](C(C)C)C[C@H]1Cc1nnc(-c2ccc(N(C)C)cc2)o1 do in these assays?
Pf Dd2 inh: inconclusive

What do the screens show for `COc1ccc(Cn2ccc3nc(C)c(C(=O)N4CCN(c5cccc(OC)c5)CC4)cc3c2=O)cc1`?
Pf Dd2 inh: 13µM*

What do the screens show for `O=C(CCCc1c[nH]c2ccccc12)NC1CCc2n[nH]c(=O)n2CC1` (stereo not given)?
Pf Dd2 inh: 1%

Results for CCCc1noc(-c2cccn3c(CNC(=O)c4cc(Cl)ccc4F)nnc23)n1 ?
Pf Dd2 inh: inactive

Results for Cc1cccn2c(=O)c3cc(C(=O)NCc4cccnc4)c(=N)n(CCCO)c3nc12 ?
Pf Dd2 inh: -26%

Results for CCCNC(=O)C1COC2(CCN(C(=O)c3ccccc3F)CC2)N1C(=O)c1cccc(F)c1 (stereo not given) ?
Pf Dd2 inh: 3%

How did O=C(c1ccn[nH]1)N1CCC(c2nc(CCOCC3CCCC3)no2)C1 (stereo not given) do in these assays?
Pf Dd2 inh: inactive

Results for Cc1cc2nc3n(c(=O)c2n1CC(=O)Nc1cccc(C(C)C)c1)CCCC3 ?
Pf Dd2 inh: inactive

How did COc1ccc(CN2C[C@H](O)C[C@H]2c2nc(-c3ccc4c(c3)OCO4)no2)c(OC)c1OC do in these assays?
Pf Dd2 inh: 1%

Results for COc1ccc(OC)c(NC(=O)c2c(NCc3ccc(C)o3)sc3c2CCC(C)C3)c1 (stereo not given) ?
Pf Dd2 inh: 11µM*

What do the screens show for `COC1C(=O)N(C2CCN(C(=O)NCc3ccccc3)CC2)C12CCOCC2` (stereo not given)?
Pf Dd2 inh: -18%

Results for CC(=O)N1CCN(C(=O)C[C@@H]2CCNC[C@@H]2Cc2cc(CN3CCOCC3)on2)CC1 ?
Pf Dd2 inh: 21%[44.1 µM]

Results for CCN1CCN(CCCNC(=O)CS(=O)(=O)Cc2nc(-c3ccccc3C)oc2C)CC1 ?
Pf Dd2 inh: -14%

Results for COc1cc2c(cc1C(=O)N1CCC3(CC(=O)NC3=O)C1)CCC2 (stereo not given) ?
Pf Dd2 inh: 1%

How did Cn1c(CN2CCC(O)CC2)nnc1C1CCCN(C(=O)CCN)C1 (stereo not given) do in these assays?
Pf Dd2 inh: -10%

What do the screens show for `CN(CCCN1CCCCCC1)c1nc(-c2ccncc2)nc2c1cnn2C`?
Pf Dd2 inh: inconclusive

What do the screens show for `COc1cccc(N2CC(NC(=O)COc3ccc4ccccc4c3)CC2=O)c1` (stereo not given)?
Pf Dd2 inh: inactive

Results for CN(Cc1cccnc1)c1nc2c(c(=O)[nH]1)CCN(Cc1cccc(F)c1)CC2 ?
Pf Dd2 inh: -5%[5.79 µM]

What do the screens show for `CCC(CO)Nc1ncnc2c1CN(C1CCCNCC1)C(=O)CN2C` (stereo not given)?
Pf Dd2 inh: 12%

Results for O=C(Cc1cccnc1)N1CCCC(Cc2noc(-c3ccccc3)n2)C1 (stereo not given) ?
Pf Dd2 inh: inactive

What do the screens show for `COc1ccc(N2CCN(C(=O)c3c(C)oc4ncnc(N5CCCCC5)c34)CC2)cc1`?
Pf Dd2 inh: -9%

Results for Cc1nnc([C@@H]2CC(F)(F)CN2C(=O)c2conc2C)o1 ?
Pf Dd2 inh: 6%

What do the screens show for `COC(=O)c1c(-c2ccc(Cl)cc2)noc1N1CCN(c2ccc(F)cc2)CC1`?
Pf Dd2 inh: -17%

What do the screens show for `CCCn1c2ccccc2c2cnn(CC(=O)N(C)c3ccccc3CC)c(=O)c21`?
Pf Dd2 inh: -15%

Results for CCOc1ccccc1NC(=O)CCNS(=O)(=O)c1ccc2c(c1)CCN2C(=O)C1CC1 ?
Pf Dd2 inh: 0%

How did COc1ccc(NC(=O)c2nc3nc(C)cc(C(F)F)n3n2)c(C)c1 do in these assays?
Pf Dd2 inh: 17%

What do the screens show for `COc1ccc(CC(=O)N[C@H]2C[C@@H](c3nc(-c4ccc5ccccc5c4)no3)N(C)C2)cc1`?
Pf Dd2 inh: inconclusive

What do the screens show for `CCOC(=O)c1c(NC(=O)c2cc3nc(-c4ccc(OC)cc4)cc(C(F)(F)F)n3n2)sc(C)c1C`?
Pf Dd2 inh: -1%

What do the screens show for `CCOc1ccccc1NC(=O)N1CC(C(=O)N(C)C)C2(CCOCC2)C1` (stereo not given)?
Pf Dd2 inh: 3%

Results for CCc1n[nH]c(CC2CCN(C(=O)c3ccnn3CC)CC2)n1 ?
Pf Dd2 inh: -24%

What do the screens show for `CN(Cc1ccccc1C(F)(F)F)C(=O)Cc1ccc(F)cc1`?
Pf Dd2 inh: inconclusive

How did COc1ccc(NC(=O)Cn2cnc3c(nc4n3CCCCC4)c2=O)c(OC)c1 do in these assays?
Pf Dd2 inh: inconclusive

Results for CC(C)Oc1ccc(CNC(=O)C2CCCN(c3cnn(C)c(=O)c3)C2)cc1 (stereo not given) ?
Pf Dd2 inh: inactive

What do the screens show for `COCCN1C(=O)c2ccccc2C(C(=O)Nc2cccc(C)n2)C12CCCCC2` (stereo not given)?
Pf Dd2 inh: inactive

How did O=C(C1CCCC1)N1CCC2(CC1)CC(c1ccccc1)=NO2 do in these assays?
Pf Dd2 inh: 19%

How did CCCCc1cn(C[C@H]2C[C@@H]3CCN2C[C@@H]3C(=O)NCCNC(C)=O)nn1 do in these assays?
Pf Dd2 inh: 7%[44.1 µM]

How did O=C(Nc1ccc(Cl)c(Cl)c1)c1cc2n(n1)CC(c1ccc(Cl)cc1)OC2 (stereo not given) do in these assays?
Pf Dd2 inh: -1%

What do the screens show for `CC1=NOC2(CCN(Cc3ccc(F)cc3)C2)C1` (stereo not given)?
Pf Dd2 inh: -11%[44.1 µM]

Results for COc1ccc(-c2cc3[nH]ccc3c(C(=O)NCc3c(C)cc(C)[nH]c3=O)n2)cc1 ?
Pf Dd2 inh: inconclusive

What do the screens show for `O=C(CC[C@H]1NC(=O)c2ccccc2NC1=O)NCCc1ccncc1`?
Pf Dd2 inh: 6%

How did COc1ccc(C(=O)c2cn(Cc3ccccc3OC)c3cc4c(cc3c2=O)OCO4)cc1 do in these assays?
Pf Dd2 inh: -3%

What do the screens show for `COc1ccc(OC)c(NS(=O)(=O)c2cc3c(cc2Cl)N(C(C)=O)CCO3)c1`?
Pf Dd2 inh: inconclusive

How did CCN1CCCCC12Cc1ccccc1CN(C(C)=O)C2 (stereo not given) do in these assays?
Pf Dd2 inh: inconclusive

What do the screens show for `CCOc1ccc(NC(=O)Cn2c(C)cc3nc4n(c(=O)c32)CCCCC4)cc1`?
Pf Dd2 inh: -12%

What do the screens show for `COc1ccc(-c2nnn3c2nc(NCCc2ccc(OC)c(OC)c2)c2ccccc23)cc1`?
Pf Dd2 inh: inconclusive

Results for Cc1ccc(-n2nnnc2CNC(=O)C(C)C)cc1C ?
Pf Dd2 inh: 5%

What do the screens show for `O=C1CCN(C(=O)c2ccccc2)CCCC(C(=O)NCCCN2CCCc3ccccc32)CCN1` (stereo not given)?
Pf Dd2 inh: inconclusive

Results for Cc1nc(CCNS(=O)(=O)c2ccc(Cl)cc2)no1 ?
Pf Dd2 inh: 27%

What do the screens show for `CCN1CCN(C(=O)C2Cn3cccc3C(=O)N2)CC1` (stereo not given)?
Pf Dd2 inh: 28%

Results for CO[C@H]1[C@H](NC(=O)c2cc(C)ccc2C)c2ccccc2C12CCNCC2 ?
Pf Dd2 inh: -15%

How did CCCN(C)c1nccnc1OC1CCN(C(=O)c2ccoc2)C1 (stereo not given) do in these assays?
Pf Dd2 inh: inconclusive

What do the screens show for `Cc1ccc(S(=O)(=O)N2CCOC3(CNCCOC3)C2)cc1F` (stereo not given)?
Pf Dd2 inh: inconclusive

What do the screens show for `CCOC(=O)c1[nH]c(C)c(CCC(=O)Nc2ccc(C)cc2Cl)c1C`?
Pf Dd2 inh: 20%

What do the screens show for `Cc1ccccc1Cn1c(=O)n(CCc2ccccc2)c(=O)c2c(C)c(C)sc21`?
Pf Dd2 inh: 16%

What do the screens show for `CC1CCN(S(=O)(=O)c2ccc3c(ccc(=O)n3CC(=O)NCc3ccccc3)c2)CC1`?
Pf Dd2 inh: inconclusive

Results for Cc1ncccc1C(=O)N1CCCN(C(=O)C2CC2)C(c2ccccc2)CC(=O)NCC1 (stereo not given) ?
Pf Dd2 inh: 22%

Results for CCC(C)NC(=O)CCC(=O)NNc1nc2ccccc2c2nc(C)nn12 (stereo not given) ?
Pf Dd2 inh: 40%[activator]

Results for COc1ccc(-c2cc(N3CCC(NC(=O)c4ccc(C)c(C)c4)CC3)n[nH]2)cc1 ?
Pf Dd2 inh: inactive

Compounds listed so far containing a Cl atom, in the order listed:
What do the screens show for `Cc1cc(C)c(NC(=O)Cn2c(=O)n(CCC(=O)NCc3ccccc3Cl)c(=O)c3sccc32)c(C)c1`?
Pf Dd2 inh: inactive

What do the screens show for `COc1ccccc1OCCn1c(NC(=O)c2ccc(Cl)cc2)nc2ccccc21`?
Pf Dd2 inh: -11%

How did CC(C(=O)NCCc1ccccc1)N1C(=O)COc2ccc(C(=O)COc3ccc(Cl)cc3)cc21 (stereo not given) do in these assays?
Pf Dd2 inh: inactive

Results for CCCc1noc(-c2cccn3c(CNC(=O)c4cc(Cl)ccc4F)nnc23)n1 ?
Pf Dd2 inh: inactive

What do the screens show for `COC(=O)c1c(-c2ccc(Cl)cc2)noc1N1CCN(c2ccc(F)cc2)CC1`?
Pf Dd2 inh: -17%

How did O=C(Nc1ccc(Cl)c(Cl)c1)c1cc2n(n1)CC(c1ccc(Cl)cc1)OC2 (stereo not given) do in these assays?
Pf Dd2 inh: -1%

What do the screens show for `COc1ccc(OC)c(NS(=O)(=O)c2cc3c(cc2Cl)N(C(C)=O)CCO3)c1`?
Pf Dd2 inh: inconclusive

Results for Cc1nc(CCNS(=O)(=O)c2ccc(Cl)cc2)no1 ?
Pf Dd2 inh: 27%

What do the screens show for `CCOC(=O)c1[nH]c(C)c(CCC(=O)Nc2ccc(C)cc2Cl)c1C`?
Pf Dd2 inh: 20%

These rows are one share of the data; rates above refer to the full screens.
